Compound activity from PubChem.
JMJD2A Tudor inh: JMJD2A Tudor domain (human) inhibition; O75164; AlphaScreen JMJD2A-Tudor / H3K4me3 peptide binding; Potency, µM (titrated, usually from 114 µM), inactives show top-dose activity change, negative = inhibition, actives largely listed as inhibitors; 4.4% of 390,000 active; note: % is set by controls: 0 for no effect and ±100 for the full control effect; nearly all actives have a fitted effect of over 50% in size
POLB inh: inhibitors of human DNA polymerase beta. P06746. Pol beta primer extension/strand displacement, fluorescence kinetic. Potency, µM (series often up to 114 µM), for inactives: top-dose activity change, negative = inhibition, most hits filed as inhibitors. 1.3% of 340,000 active; note: % is set by controls: 0 for no effect and ±100 for the full control effect
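Human Pol beta at 10 nM; strand-displacement substrate 50 nM final. Compound exposure 15 min at room temperature before start, reaction 10 min at room temperature.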
BLM inh: inhibitors of human Bloom syndrome helicase BLM; 0.2% of 350,000 active; P54132; recombinant BLM DNA unwinding, fluorescence dequenching; AID 2528; Potency, µM (top dose mostly 56.1 µM), without a hit: top-dose activity change, negative = inhibition, usual class: inhibitors;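 note: plate controls were vehicle for no effect and no enzyme for full effect; nearly all actives have a fitted effect of over 35% in size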
POLH inh: blocks human DNA polymerase eta activity | 1.2% of 390,000 active | Q9Y253 | Potency, µM (titrated, usually from 114 µM), inactives show at the highest dose activity change, negative = inhibition, hits mostly inhibitors | AID 588591 | recombinant Pol eta, fluorescent DNA replication assay; note: % is set by controls: 0 for no effect and ±100 for the full control effect
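Fluorescent replication assay: 50 nM final substrate added after a 15 min room-temperature compound preincubation with 10 nM enzyme. Signal taken at 0 min and again at 10 min.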
Pol kappa inh: inhibitors of human DNA polymerase kappa; AID 588579; Q9UBT6; purified Pol kappa, fluorescent DNA synthesis assay, 10 min; 0.53% of 400,000 active; Potency, µM (highest dose often 107 µM), without a hit: at the highest dose activity, negative = inhibition, usual class: inhibitors; note: % is set by controls: 0 for no effect and ±100 for the full control effect
Target sequence (Q9UBT6 whole entry, looked up): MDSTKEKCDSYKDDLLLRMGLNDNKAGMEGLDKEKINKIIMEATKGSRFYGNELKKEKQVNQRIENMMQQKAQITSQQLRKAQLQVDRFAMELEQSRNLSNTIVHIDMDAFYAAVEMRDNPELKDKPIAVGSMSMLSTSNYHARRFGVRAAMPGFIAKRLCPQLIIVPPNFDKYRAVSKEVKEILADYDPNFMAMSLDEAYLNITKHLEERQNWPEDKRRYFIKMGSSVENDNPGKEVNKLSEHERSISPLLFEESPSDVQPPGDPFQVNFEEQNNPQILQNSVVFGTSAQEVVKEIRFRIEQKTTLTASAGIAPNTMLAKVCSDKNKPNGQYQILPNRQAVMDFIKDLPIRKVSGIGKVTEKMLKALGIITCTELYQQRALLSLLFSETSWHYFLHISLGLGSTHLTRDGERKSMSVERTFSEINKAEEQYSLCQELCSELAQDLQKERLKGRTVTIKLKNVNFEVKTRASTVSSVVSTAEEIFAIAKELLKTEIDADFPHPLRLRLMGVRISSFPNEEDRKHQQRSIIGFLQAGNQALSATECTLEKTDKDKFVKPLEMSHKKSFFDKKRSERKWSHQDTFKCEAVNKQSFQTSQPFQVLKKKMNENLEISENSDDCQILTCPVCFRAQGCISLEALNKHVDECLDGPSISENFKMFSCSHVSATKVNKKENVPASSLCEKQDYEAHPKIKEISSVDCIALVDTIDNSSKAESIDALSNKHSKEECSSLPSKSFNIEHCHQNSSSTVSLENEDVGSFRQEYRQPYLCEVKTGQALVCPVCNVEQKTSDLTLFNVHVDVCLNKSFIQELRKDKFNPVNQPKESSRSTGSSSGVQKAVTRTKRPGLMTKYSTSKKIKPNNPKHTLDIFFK
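First, compounds were pin-transferred onto 10 nM Pol kappa. After 15 min at room temperature, substrate was added to 50 nM final. Fluorescence was then measured kinetically at 0 and 10 min.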
APEX1 inh: blocks human APE1 abasic DNA cleavage. P27695. recombinant APE1, TAMRA/BHQ-2 abasic DNA cleavage fluorescence. Potency, µM (titrated, usually from 65.8 µM), for the others: at the highest dose activity change, negative = inhibition, usual class: inhibitors. 0.35% of 350,000 active;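 note: plate controls were vehicle for no effect and reference inhibitor for full effect; nearly all actives have a fitted effect of over 55% in size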
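Endonuclease cleavage of a quenched abasic-site DNA duplex (50 nM) by APE1 (0.75 nM) was tracked by TAMRA dequenching. Compounds were preincubated with enzyme 15 min at room temperature; data normalized to buffer-only and DMSO wells plus NSC13755 control.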
G9a block: inhibitors of human histone lysine methyltransferase G9a | Potency, µM (series often up to 102 µM), inactives show at the top dose activity, negative = inhibition, hits mostly inhibitors | 8.8% of 350,000 active | Q96KQ7 | G9a H3K9 monomethylation, AlphaScreen, 2 h | AID 504332; note: % is set by controls: 0 for no effect and ±100 for the full control effect; nearly all actives have a fitted effect of over 75% in size
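AlphaScreen read-out: biotin-H3K9 peptide (500 nM) methylation by 20 nM enzyme with 20 uM SAM, 2 h at room temperature after 15 min compound preincubation; anti-monomethyl H3K9 antibody plus donor/acceptor beads, 10 min dark.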
Pol iota inh: inhibitors of human DNA polymerase iota | Q9UNA4 | Pol iota fluorescent replication assay, 10 min | Potency, µM (highest dose often 115 µM), inactives show top-dose activity, negative = inhibition, hits mostly inhibitors | 1% of 390,000 active | AID 588590
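Fluorescent replication assay read twice, at 0 min and 10 min after adding 50 nM (final) substrate. Enzyme (10 nM) and compounds were first incubated 15 min at room temperature; enzyme-free buffer wells were negative controls.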
BAZ2B inh: BAZ2B (human) inhibition | AlphaScreen BAZ2B-H3K14Ac peptide displacement | Potency, µM (highest dose often 114 µM), inactives show at the highest dose activity change, negative = inhibition, usual class: inhibitors | 4.4% of 360,000 active; note: % is set by controls: 0 for no effect and ±100 for the full control effect; nearly all actives have a fitted effect of over 60% in size
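Protein-peptide AlphaScreen: BAZ2B 50 nM, b-H3K14Ac 50 nM, 1x PBS pH 7.4 + 0.01% Tween-20. Preincubation 30 min RT; cpd 30 min RT (top 110 uM); beads 20 min RT, light-protected.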
An asterisk follows results filed as active; ? = inconclusive; . = no result given; & = joins results of further samples; [ ] = remark or other dose. Calls come from the whole dose curve; as a rule, active = well fitted curve in the direction sought with a large enough effect; inconclusive = small, poorly fitted or top-dose-only effect, or another doubt; inactive = no such curve, though single readings can be large; an effect the other way counts as inactive or inconclusive. Potency is the fitted concentration of half-maximal effect. Not all compounds are listed; the hit share may differ from the screen's.

#1 O=C(CCNS(=O)(=O)c1ccccc1)N1CCN(c2ccccc2F)CC1
#2 CSc1cccc(NS(=O)(=O)c2ccccc2)c1
#3 Cc1ccc(C(=O)NCCc2nnc3ccc(SCC(=O)Nc4cc(C)on4)nn23)cc1
#4 COc1cc(C(=O)N2CCN(S(=O)(=O)c3ccc(F)cc3)CC2)cc(OC)c1OC
#5 CCOC(=O)c1ccc(NC(=O)COc2ccc(S(=O)(=O)NC(C)C)cc2)cc1
#6 Cn1c(=O)n(-c2ccc3c(c2)OCO3)c2nc(-c3ccc(Cl)cc3)nc(C(N)=O)c21
#7 Cc1cccc(OCC(=O)N(Cc2cccs2)C2CCS(=O)(=O)C2)c1C (stereo not given)
#8 COc1ccc(C2CC(=O)Oc3c(C(CCN4CCN(c5ccccc5)CC4)c4ccc(N(C)C)cc4)c(OC)cc(OC)c32)cc1 (stereo not given)
compound no.,1,2,3,4,5,6,7,8
JMJD2A Tudor inh,3.4%,-11.9%,-4.2%,2.2%,-7.7%,-12.1%,-12.5%,5.01µM*
POLB inh,-0.2%,0.1%,60.9%[activator],1.8%,1.1%,34.6%,-0.6%,26.2%
BLM inh,0.2%,-2.8%,-0.4%,-0.9%,-4.0%,-10.2%,-4.4%,0.6%&-8.6%
POLH inh,-14.0%,-16.5%,0.1%,-8.7%,-5.3%,-3.1%,1.2%,-16.3%
Pol kappa inh,0.0%,-0.8%,-1.0%,-3.8%,-9.4%,-8.3%,-10.1%,-8.9%&18.5%
APEX1 inh,17.9%,4.2%,0.3%,6.6%,-5.8%,.,12.0%,-6.4%&-1.1%
G9a block,8.5%,4.1%[59 µM],8.5%,-10.6%,16.0%[59 µM],11.9%[59 µM],50.1µM*,?
Pol iota inh,-1.3%,2.5%,-20.9%,18.3%,16.8%,11.5%,6.3%,-16.1%&-1.9%
BAZ2B inh,-3.9%,-5.9%,.,-5.5%,-2.2%,-9.0%,12.5%,4.47µM*

3 entries from above, ordered by SMILES length, rising:
#1 O=C(CCNS(=O)(=O)c1ccccc1)N1CCN(c2ccccc2F)CC1
#7 Cc1cccc(OCC(=O)N(Cc2cccs2)C2CCS(=O)(=O)C2)c1C (stereo not given)
#4 COc1cc(C(=O)N2CCN(S(=O)(=O)c3ccc(F)cc3)CC2)cc(OC)c1OC
compound no.,1,7,4
JMJD2A Tudor inh,3.4%,-12.5%,2.2%
POLB inh,-0.2%,-0.6%,1.8%
BLM inh,0.2%,-4.4%,-0.9%
POLH inh,-14.0%,1.2%,-8.7%
Pol kappa inh,0.0%,-10.1%,-3.8%
APEX1 inh,17.9%,12.0%,6.6%
G9a block,8.5%,50.1µM*,-10.6%
Pol iota inh,-1.3%,6.3%,18.3%
BAZ2B inh,-3.9%,12.5%,-5.5%

Next part.
#9 O=C(CCCN1C(=O)c2ccccc2C1=O)N1CCc2ccccc2C1
#10 CC1CCC2CCCCC2N1C(=O)c1cc([N+](=O)[O-])cc([N+](=O)[O-])c1 (stereo not given)
#11 O=C(COc1ncnc2ccccc12)Nc1ccccc1[N+](=O)[O-]
#12 COc1cccc(C(C(=O)NC2CCCC2)N(C(=O)c2ccco2)c2ccc(NC(C)=O)cc2)c1OC (stereo not given)
#13 O=C(CSc1ncc2c(n1)-c1ccccc1N(Cc1ccc(Cl)cc1)S2(=O)=O)c1ccccc1
#14 COc1ccc(S(=O)(=O)Nc2ccccc2C)cc1C(=O)N1CCOCC1
#15 CC(C)Cn1c(SCC(=O)Nc2ncccn2)nc2ccccc21
#16 COc1cc(NC(=O)CCCOc2cc(=O)n(C)c3ccccc23)cc(OC)c1OC
compound no.,9,10,11,12,13,14,15,16
JMJD2A Tudor inh,1.1%,-35.6%,-1.4%,-1.4%,-8.1%,-0.7%,-8.7%,-17.5%
POLB inh,33.9%,10.8%,12.4%,3.4%,-1.2%,13.6%,10.0%,0.6%
BLM inh,-3.9%,-6.1%,-1.2%,-6.4%,1.1%,5.4%,-1.4%,-2.1%
POLH inh,-6.9%,-15.7%,-11.6%,-15.3%,-16.3%,-6.9%,3.8%,-9.9%
Pol kappa inh,-25.2%,3.3%,-4.1%,5.2%,2.6%,-1.3%,-8.5%,-19.8%
APEX1 inh,0.7%,-15.8%,-3.9%,73.5%,.,7.9%,-1.0%,.
G9a block,-7.5%,44.7µM*,8.5%,-6.0%,21.4%[59 µM],-41.4%,1.4%,5.4%[59 µM]
Pol iota inh,26.0%,67.1%[activator],80.2%[activator],57.8%[activator],10.2%,0.6%,22.0%,-16.5%
BAZ2B inh,1.8%,50.1µM*,-12.9%,-19.9%,-10.8%,29.2%,-18.8%,-2.9%

#17 O=C(CCc1nc(-c2ccccc2F)no1)NC1CCCCCC1
#18 COc1ccc(NC(=S)NCc2ccco2)c(OC)c1
#19 CCCCN1C(=O)c2ccc(C(=O)Nc3c(N)n(CCCC)c(=O)n(C)c3=O)cc2C1=O
#20 N#CC1C(C#N)N2CCCN2C1c1ccc(Cl)cc1 (stereo not given)
#21 CCCn1c(SCc2cc(=O)oc3ccc4ccccc4c23)n[nH]c1=O
#22 COc1ccc(-c2cn(CCO)nc2-c2ccc(OC)cc2)cc1
#23 O=C(NC1CCCc2ccccc21)c1cccc(S(=O)(=O)N2CCN(c3ccccc3)CC2)c1 (stereo not given)
#24 CNS(=O)(=O)c1ccc(N=Cc2c(C)[nH]n(-c3ccc(C)cc3C)c2=O)cc1
compound no.,17,18,19,20,21,22,23,24
JMJD2A Tudor inh,-3.9%,-24.2%,-6.4%,?,-22.1%[57.1 µM],-16.1%,-27.0%,6.9%
POLB inh,17.6%,3.9%,0.8%,-29.1%,3.9%,34.7%,?,0.6%
BLM inh,-1.7%,-4.5%,0.6%,2.5%,3.0%,-3.5%,-9.0%,-2.6%
POLH inh,-18.1%,-4.2%,0.9%,-9.1%,-2.4%,-10.2%,3.3%,-7.5%
Pol kappa inh,-9.9%,-11.6%,8.4%,-2.7%,-7.6%,-16.4%,2.1%,3.6%
APEX1 inh,15.0%,8.0%,-1.9%,-0.7%,12.7%,7.1%,?,-0.5%
G9a block,12.2%[59 µM],16.7%[59 µM],-6.0%,4.7%[59 µM],?,9.4%[2.33 µM],2.9%[59 µM],?
Pol iota inh,-1.2%,3.4%,6.7%,-13.2%,32.7%[activator],17.8%,7.3%,22.7%
BAZ2B inh,-5.6%,-2.7%,6.1%,-2.8%,2.1%,2.5%,-31.5%,-25.8%

#25 COc1ccccc1CNc1ncnc2onc(-c3ccc(Cl)cc3)c12
#26 COc1cccc(-c2nc(CS(=O)CC(=O)N3CCN(c4cccc(C(F)(F)F)c4)CC3)c(C)o2)c1 (stereo not given)
#27 CN(C)c1ncc2ncc(=O)n(C3CC3)c2n1
#28 Cn1c(=O)[nH]c2cc(-c3noc(-c4ccc(C#N)cc4)n3)ccc21
#29 Cc1ccccc1Oc1ncccc1C(=O)/C(C#N)=C/N(C)C
#30 CCOc1ccc(OCCOC(=O)CNC(=O)c2ccc(Cl)cc2Cl)cc1
#31 CCOc1ccc(/C=C/c2nc(C#N)c(N(C)C)o2)cc1
#32 COc1ccc(C(=O)NCCCCc2ccccc2)cc1
compound no.,25,26,27,28,29,30,31,32
JMJD2A Tudor inh,-1.3%,?,.,-13.5%,-17.1%,-4.1%,-20.4%,-6.0%
POLB inh,5.9%,?,.,1.7%,-8.9%,.,10.8%,.
BLM inh,-6.9%,-7.2%,3.9%,-4.9%,-1.2%,.,-0.4%,.
POLH inh,-23.2%,-15.6%,.,-9.8%,-6.1%,-8.5%,-13.2%,-8.5%
Pol kappa inh,1.5%,-4.2%[60.1 µM],9.1%[60.1 µM],-3.4%[60.1 µM],4.4%,-12.5%,1.6%,-16.5%
APEX1 inh,.,.,0.4%,.,-2.9%,25.6%,.,.
G9a block,9.4%[59 µM],?,3.2%[0.501 µM],20.5%[59 µM],2.4%[59 µM],-45.6%,-33.5%[59 µM],.
Pol iota inh,30.0%,-8.4%,.,12.3%,-15.6%[58.9 µM],-1.8%,8.2%,27.6%
BAZ2B inh,4.5%,-27.6%,.,3.1%,-1.5%,-4.9%,?,.

#33 COc1ccccc1C(=O)COC(=O)COc1cccc2c1OC(C)(C)C2
#34 Cc1csc2nc(CCNS(=O)(=O)c3ccc4c(c3)OCCO4)cn12
#35 O=C(NCCn1ccc2ccccc21)c1ccc2c(c1)OCO2
#36 Cc1nn(-c2ccccc2)c(N)c1C1(O)C(=O)N(C)c2ccccc21 (stereo not given)
#37 Cn1c(=O)cc(OCC(=O)N2CCN(c3cccc(C(F)(F)F)c3)CC2)c2ccccc21
#38 O=C(NNC(=O)C1CC=CCC1)c1cccc(Br)c1 (stereo not given)
#39 CCOC(=O)C1=C(C)NC(C)=C(C(=O)OCC)C1C(=O)OCC(=O)c1ccc2c(c1)OCCO2
#40 COc1ccc(C(=O)C2CCCN(C(=O)c3cc4nc(C)cc(C)n4n3)C2)cc1F (stereo not given)
#41 CN=C(Nc1ccccc1)SC1CC(=O)N(c2cccc(OC)c2)C1=O (stereo not given)
compound no.,33,34,35,36,37,38,39,40,41
JMJD2A Tudor inh,14.6%,-7.0%,-23.8%,-13.0%,-5.2%,-10.1%,2.9%,-7.9%,-14.0%
POLB inh,-1.0%,1.4%,-1.2%,0.0%,27.4%,.,2.1%,18.3%,-10.8%
BLM inh,-15.9%,1.2%,-6.0%,-0.6%,-7.4%,.,-8.2%,-0.6%,-9.5%
POLH inh,-15.7%,-13.7%,-6.9%,3.1%,-8.9%,-6.3%,-6.6%,-18.4%,-9.8%
Pol kappa inh,-15.2%,5.9%,-5.2%,-8.5%,2.3%,-11.1%,-8.8%,5.1%,5.7%[60.1 µM]
APEX1 inh,20.2%,-0.3%,-5.3%,-2.6%,0.1%,.,2.8%,-7.4%,1.3%
G9a block,223.1%[activator],50.1µM*,-0.2%,-3.1%[59 µM],-16.8%[59 µM],.,4.1%[59 µM],3.8%,43.8%[12.7 µM]
Pol iota inh,7.7%,2.6%,3.3%,1.9%,-8.6%,86.6%[activator],-4.6%,114.4%[activator],1.6%
BAZ2B inh,62.2%[activator],0.0%,6.0%,12.7%,45.6%[activator],.,.,2.0%,-29.7%
